From PubChem BioAssay
Sm TGR inh: qHTS Assay for the Inhibitors of Schistosoma Mansoni Peroxiredoxins | 360,000 tested, 3% active | Schistosoma mansoni thioredoxin glutathione reductase (TGR), Q962Y6 | Potency, µM (titrated, usually from 114 µM), without a hit: at the highest dose activity change, negative = inhibition, hits mostly inhibitors | purified TGR, DTNB reduction, TNB absorbance 405 nm; further: potency means the concentration at half of the fitted maximal effect; nearly all actives have a fitted effect of over 60% in size
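First, TGR (20 nM dispensed) and NADPH were mixed with compound. Second, a 15 min room-temperature incubation followed. Third, further NADPH and then DTNB were added to start the reaction. Finally, TNB absorbance was monitored kinetically.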
LmPK inh: qHTS Assay for Inhibitors of Leishmania Mexicana Pyruvate Kinase (LmPK). Q27686. purified LmPK, Kinase-Glo ATP luminescence, 1 h. Potency, µM (series often up to 57.5 µM), for the others: at the highest dose activity change, negative = inhibition, usual class: inhibitors. 290,000 tested, 0.37% active; further: potency means the concentration at half of the fitted maximal effect
Target sequence (Q27686 whole entry, looked up): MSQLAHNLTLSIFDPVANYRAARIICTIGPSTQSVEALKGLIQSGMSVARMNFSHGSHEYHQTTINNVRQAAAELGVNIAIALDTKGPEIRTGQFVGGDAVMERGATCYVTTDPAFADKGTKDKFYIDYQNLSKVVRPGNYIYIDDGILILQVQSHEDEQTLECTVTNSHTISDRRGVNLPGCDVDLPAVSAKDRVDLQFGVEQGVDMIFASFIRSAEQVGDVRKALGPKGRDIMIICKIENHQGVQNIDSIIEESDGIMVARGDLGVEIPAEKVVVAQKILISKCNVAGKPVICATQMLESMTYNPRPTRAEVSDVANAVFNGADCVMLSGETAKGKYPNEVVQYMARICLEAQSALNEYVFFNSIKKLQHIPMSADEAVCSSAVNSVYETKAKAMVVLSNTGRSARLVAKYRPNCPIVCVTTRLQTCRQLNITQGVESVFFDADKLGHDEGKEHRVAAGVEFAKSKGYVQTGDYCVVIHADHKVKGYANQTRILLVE
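Kinase-Glo luminescence read after 1 h RT reaction of 0.1 nM LmPK with 0.5 mM PEP and 0.1 mM ADP. Activity scaled between uninhibited and enzyme-free controls.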
AMA1 RON2 block: qHTS for Inhibitors of AMA1-RON; Towards Development of Antimalarial Drug Lead: Primary Screen | Plasmodium falciparum AMA1 (3D7) - RON2 peptide interaction | AlphaScreen AMA1-biotinylated RON2 peptide binding | 360,000 tested, 0.2% active | AID 720542, 2013 | Potency, µM (doses to about 58.2 µM), inactives show at the highest dose activity change, negative = inhibition, actives largely listed as inhibitors;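 further: potency means the concentration at half of the fitted maximal effect; 0% = vehicle wells and -100% = peptide control; nearly all actives have a fitted effect of over 45% in size; some results filed as inactive show a strong effect at the top dose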
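AMA1 (3D7) with his tag at 25 nM final met compounds first, then biotinylated RON2 peptide at 25 nM; detection used donor plus acceptor beads, 10 µg/mL apiece, read by AlphaScreen after 30 min at room temperature.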
AmpC inh no detg: qHTS Inhibitors of AmpC Beta-Lactamase (assay without detergent); 330,000 tested, 0.52% active; AmpC nitrocefin hydrolysis, absorbance 480 nm, 0.0001% Triton; P00811; Potency, µM (doses to about 57.1 µM), for inactives: at the highest dose activity change, negative = inhibition, hits mostly inhibitors; AID 485341, 2010;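 further: potency means the concentration at half of the fitted maximal effect; plate controls were no compound for no effect and no enzyme for full effect; nearly all actives have a fitted effect of over 20% in size; some results filed as inactive show a strong effect at the top dose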
Target sequence (P00811 whole entry, looked up): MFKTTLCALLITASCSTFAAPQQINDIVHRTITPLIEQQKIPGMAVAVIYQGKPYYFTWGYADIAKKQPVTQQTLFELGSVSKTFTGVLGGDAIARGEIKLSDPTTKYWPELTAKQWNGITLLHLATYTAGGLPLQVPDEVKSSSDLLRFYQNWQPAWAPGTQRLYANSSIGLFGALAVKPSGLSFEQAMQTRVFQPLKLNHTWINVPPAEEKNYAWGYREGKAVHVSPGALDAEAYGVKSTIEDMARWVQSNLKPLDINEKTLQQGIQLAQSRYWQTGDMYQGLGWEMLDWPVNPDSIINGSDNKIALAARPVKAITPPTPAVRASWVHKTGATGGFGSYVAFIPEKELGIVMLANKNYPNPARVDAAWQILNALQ
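20 mM phosphate pH 7.0 + 0.01% (detergent screen) or 0.0001% Triton X-100; 5.3 nM AmpC reagent; cpd preinc 15 min RT; nitrocefin (800 uM stock) to start; A480 q20 s × 4 min; Activity was normalised to no-enzyme and no-compound control wells.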
HCMV inh: qHTS Assay for inhibitors of the human cytomegalovirus (HCMV); HFF cells, HCMV-luciferase reporter, 72 h; hits give low values; activity change, negative = inhibition, % at 57.5 µM; 410,000 tested, 4.5% active; in the data active means activity change below about -60%; inconclusive means no clear call, values can overlap the other calls; inactive means above about -39%
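Compounds were evaluated in HFFs infected with an HCMV luciferase reporter virus (MOI 1 PFU/cell). Luciferase in lysates collected 72 h post infection served as the replication measure.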
AmpC inh detg: qHTS Inhibitors of AmpC Beta-Lactamase (assay with detergent); AID 485294, 2010; AmpC hydrolysis of nitrocefin, absorbance 480 nm, 0.01% Triton; P00811; 370,000 tested, 0.041% active; Potency, µM (doses to about 114 µM), inactives show at the highest dose activity change, negative = inhibition, usual class: inhibitors;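 further: potency means the concentration at half of the fitted maximal effect; 0% = no-compound wells and -100% = no-enzyme wells; nearly all actives have a fitted effect of over 25% in size; some results filed as inactive show a strong effect at the top dose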
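20 mM phosphate pH 7.0 + 0.01% (detergent screen) or 0.0001% Triton X-100; 5.3 nM AmpC reagent; cpd preinc 15 min RT; nitrocefin (800 uM stock) to start; A480 q20 s × 4 min; Activity was normalised to no-enzyme and no-compound control wells.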
Tb PYK inh: qHTS of Trypanosoma Brucei Inhibitors; pyruvate kinase (Trypanosoma brucei), Q57TT1; TbPYK enzyme, Kinase-Glo Plus ATP luminescence, 45 min; Potency, µM (doses to about 76.8 µM), for inactives: at the highest dose activity, negative = inhibition, most hits filed as inhibitors; 410,000 tested, 0.12% active; AID 624173, 2012; further: potency means the concentration at half of the fitted maximal effect; nearly all actives have a fitted effect of over 50% in size
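Assay buffer: 50 mM TEA pH 7.2, 100 mM KCl, 10 mM MgCl2, 0.05% BSA, 0.01% Tween-20. Pyruvate kinase from T. brucei plus substrate met compound, then ADP (130 uM final). Luminescence was read post 45 min RT.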
* = called active by the depositor; u = inconclusive; x = no result given; & = joins results of further samples; [ ] = another dose, or the depositor's remark. Unless noted, the call rests on the fitted dose curve; in most records, active means well fitted curve in the direction sought with a large enough effect; inconclusive means small, poorly fitted or top-dose-only effect, or another doubt; inactive means no such curve, though single readings can be large; an effect the other way counts as inactive or inconclusive. Unless noted, on the % scale 0 is the no-effect control and ±100 the full control effect. No enrichment for hits, and some 7.4% of all compounds hit somewhere here.

SMILES,AMA1 RON2 block,HCMV inh,Tb PYK inh,LmPK inh,AmpC inh detg,AmpC inh no detg,Sm TGR inh
Cc1[nH]n(C)c(=O)c1C(=O)c1c(-c2c(Cl)cccc2Cl)noc1C,0%,16,-4%,13%,0%,103%[activator],25µM*
Nn1c(SCC(=O)NC2CCS(=O)(=O)C2)nnc1-c1cccs1 (stereo not given),0%,0,10%,10%,5%,-9%,5%
CCN(CC)S(=O)(=O)c1ccc(C(=O)OCC(=O)NC2CCCC2)cc1,-4%,-19,-3%,2%,3%,20%,1%
Cc1ccc(C(=O)Oc2cccc(-n3cnnn3)c2)cc1,-7%,57,0%,0%,-14%,2%,9%[57.1 µM]
CCN(CC)CCCNC(=O)c1c(O)c2ccccc2n(Cc2ccccc2)c1=O,-29%,-19,-14%,0%,-5%,45%,4%
COc1cccc(CNC(=O)COC(=O)c2cccc(S(=O)(=O)N3CCN(C(C)=O)CC3)c2)c1,15%,-27,1%,x,u,75%[activator],-11%
Cc1cccc(Cn2c(C)c(CNC3CCCCC3)c(C(=O)O)c2C)c1,x,-31,-5%,x,20%,x,0%
C=CCNC(=S)Nc1cccc([N+](=O)[O-])c1,15%,-90*,-4%,1%,2%,13%,32µM*

More compounds:
SMILES,AMA1 RON2 block,HCMV inh,Tb PYK inh,LmPK inh,AmpC inh detg,AmpC inh no detg,Sm TGR inh
CCn1nnc(NC(=O)CSc2ccc(Cl)cc2)n1,-2%,35,-8%,-1%,u,-38%,-3%
Cc1ccc(C=Cc2ccccn2)cc1,0%,12,-14%,x,x,x,x
COc1cc(O)sc1C=Nc1ccc(Cl)cc1Cl,-5%,-11,4%,2%,u,-23%,-13%
CCC1c2ccccc2C(=O)C1C(N)=O (stereo not given),-2%,-39,-1%,x,x,x,x
CCC(=O)C1=C(c2ccccc2)N(C(=O)CC)n2c(nnc2-c2ccccc2)S1,x,-20,1%,x,0%,x,-1%
CC(C)CNC(=O)COC(=O)CCC(=O)c1cccs1,-4%,4,0%,-6%,-3%,-9%,0%
Cc1ccc(S(=O)(=O)N(C)C[C@H]2Oc3ncc(Br)cc3C(=O)N([C@H](C)CO)C[C@@H]2C)cc1,6%,8,-4%,x,x,x,x
CCC1(OC(=O)c2ccccc2)CC(C)N(C)CC1C (stereo not given),-2%,22,-21%,-2%,3%,-10%,-22%

(continued)
SMILES,AMA1 RON2 block,HCMV inh,Tb PYK inh,LmPK inh,AmpC inh detg,AmpC inh no detg,Sm TGR inh
COC(=O)C1=C(c2ccccc2OCc2ccccc2)C[C@@H]2CC[C@H]1N2C(=O)NCCOc1ccc(OC)cc1,u,-16,1%,x,0%,8%,-4%
O=C(Nc1ccccc1)c1ccccc1OCc1ccc(S(=O)(=O)N2CCOCC2)cc1,-13%,-31,-3%,2%,1%,-14%,-5%
Cc1oc(-c2ccc(Cl)cc2)nc1CS(=O)CC(=O)NCc1ccc2c(c1)OCO2 (stereo not given),-2%,27,-1%,-6%,-8%,58%,14µM*
COc1cccc(N2CCN(C(=O)C3CCCN(S(=O)(=O)c4cnc[nH]4)C3)CC2)c1 (stereo not given),-5%,20,-11%,4%,-2%,32%,0%
CC(CN1CCCCCC1)C(=O)NN (stereo not given),2%,-29,-3%,0%,1%,-33%,4%
COCCN(C(=O)Cc1cccs1)c1nnc(-c2ccncc2)s1,-12%,-10,-12%,0%,2%,4%,-3%
Cc1cc(C(=O)NNC(=O)c2ccc(Cl)cc2Cl)c(C)o1,58%[activator],-23,-1%,x,-20%,-3%,0%
CC(C)NC(=S)NC(=O)c1ccc(-c2ccccc2)cc1,-9%,-81*,-1%,-2%,-8%,-21%,u

Later entries.
SMILES,AMA1 RON2 block,HCMV inh,Tb PYK inh,LmPK inh,AmpC inh detg,AmpC inh no detg,Sm TGR inh
CCOc1cc(/C=C2/C(=N)N3C(=NC2=O)SN=C3S(C)(=O)=O)ccc1OC(=O)c1ccco1,8%,x,-3%,-1%,1%,-33%,-5%
CCOC(=O)C1CCCN(C(=O)CNC(=O)Cn2ccc3ccccc3c2=O)C1 (stereo not given),-5%,0,1%,-5%,1%,-2%,-10%
COC(=O)c1ccc(CSc2nc(N3CCOCC3)c3c(c2C#N)CC(C)(C)OC3)o1,-6%,17,u,8%,2%,-3%,7%
CCN(CC)S(=O)(=O)c1ccc(C(=O)C(C#N)c2ccccn2)cc1 (stereo not given),32%[activator],u,10%,3%,u,-11%,1%
CCCNC(=O)N(C)C[C@H]1Oc2ncc(C#CCc3ccccc3)cc2C(=O)N([C@H](C)CO)C[C@H]1C,0%,15,4%,x,x,x,x
O=S(=O)(c1cccc(-c2nnco2)c1)N1CCOCC1,-16%,25,-15%,0%,1%,-4%,-5%
Cc1ccc(C)c(N2CCN(C(=S)NC3CCCCC3)CC2)c1,13%,-33,-12%,7%,u,-16%,-4%
CC/C(C)=N/Nc1nc(-c2cc3cccc(OC)c3oc2=O)cs1,65%[activator],130,-23%,u,-9%,-49%,-29%

The list goes on.
SMILES,AMA1 RON2 block,HCMV inh,Tb PYK inh,LmPK inh,AmpC inh detg,AmpC inh no detg,Sm TGR inh
COc1ccc(N=C2C(=Nc3ccc(OC)cc3)N(c3ccc(OC)cc3)C(=S)N2C(=O)c2ccc(OC)cc2)cc1,16%,24,-13%,-3%,u,-12%,-9%
Cc1cc(C(=O)Nc2cccnc2)on1,-5%,53,-3%,-7%,-1%,-5%,4%
CC1(C)Cc2c(C#N)c(NCCN3CCOCC3)nc(-c3ccccc3)c2CO1,1%,0,2%,6%,-5%,82%[activator],-5%
Nc1c(C(=O)NC23CC4CC(CC(C4)C2)C3)sc2nc3c(c(C(F)(F)F)c12)CCC3,1%,22,-3%,2%,u,0%,-2%
COc1ccc(Cl)cc1NC(=O)CN(C)C1CCCCC1,6%,-32,0%,-2%,-6%,-20%,3%
CCCCNC(=S)N(CCN(CC)CC)Cc1cc2cc3c(cc2[nH]c1=O)OCCO3,7%,-3,-7%,1%,-1%,32%,u
CCOc1cccc(N2C(=O)CC(n3cnc4ccccc43)C2=O)c1 (stereo not given),-9%,49,4%,0%,u,-12%,u
Clc1ccc(Cn2cccc2C2=NCCO2)cc1,-3%,14,15%,2%,-1%,-9%,17%

Random excerpt: three entries already listed
SMILES,AMA1 RON2 block,HCMV inh,Tb PYK inh,LmPK inh,AmpC inh detg,AmpC inh no detg,Sm TGR inh
COc1ccc(Cl)cc1NC(=O)CN(C)C1CCCCC1,6%,-32,0%,-2%,-6%,-20%,3%
CC1(C)Cc2c(C#N)c(NCCN3CCOCC3)nc(-c3ccccc3)c2CO1,1%,0,2%,6%,-5%,82%[activator],-5%
COc1ccc(N=C2C(=Nc3ccc(OC)cc3)N(c3ccc(OC)cc3)C(=S)N2C(=O)c2ccc(OC)cc2)cc1,16%,24,-13%,-3%,u,-12%,-9%

(more compounds)
SMILES,AMA1 RON2 block,HCMV inh,Tb PYK inh,LmPK inh,AmpC inh detg,AmpC inh no detg,Sm TGR inh
CC1CCC(C(C)C)C(OCC[N+](C)(C)C)C1 (stereo not given),2%,u,-9%,3%,u,-1%,-2%
CCN(c1ccccc1)c1nnc(NC(=O)Nc2ccc(Br)cc2F)s1,x,3,3%,x,16%,x,1%
CCc1nn2c(=O)cc(COC(=O)c3cccc(NC(=O)c4ccccc4Cl)c3)nc2s1,x,49,2%,x,-1%,x,1%
Cc1ccc(S(=O)(=O)N2CCC(=O)N([C@H](COC(=O)Nc3ccccc3)Cc3ccccc3)CC2)cc1,6%,2,6%,x,x,x,x
Cc1ccc(OCC(O)CN2CCC(Cc3ccccc3)CC2)c(C)c1 (stereo not given),-7%,-77*,-1%,-7%,-5%,18%,6%
CCC(C)[C@H](NC(=O)N1CCCC1)C(=O)OC (stereo not given in full),-2%,-6,0%,-8%,1%,4%,1%
O=C(CSc1cccs1)NCCc1ccccc1,-2%,-36,-4%,-1%,-8%,-15%,0%
COc1ccc(C(=O)C2CCN(CC(=O)NCc3ccccc3)CC2)cc1,3%,8,4%,-2%,-7%,49%,-15%

Carrying on.
SMILES,AMA1 RON2 block,HCMV inh,Tb PYK inh,LmPK inh,AmpC inh detg,AmpC inh no detg,Sm TGR inh
CCC(C)(C(=O)NC1CCCC1)N(CC1CCCO1)C(=O)CNC(=O)c1ccccc1 (stereo not given),-9%,-15,3%,-8%,-6%,2%,-6%
CN(C)N=Nc1ccc(S(=O)(=O)NC(=O)Cc2ccccc2)cc1,-11%,56,-1%,2%,-9%,-28%,-10%
Cc1ccc(S(=O)(=O)N2CCOCC2)cc1NC(=O)CSc1nnnn1C,1%,-4,4%,-2%,-14%,-1%,6%
O=C(CCNC(=O)c1ccc(Br)cc1)Nc1nc2ccccc2[nH]1,-7%,-2,1%,x,-13%,-17%,3%
O=C(CN1CCN(c2ccccn2)CC1)Nc1cccc(S(=O)(=O)N2CCOCC2)c1,-14%,-38,2%,0%,3%,40%,-10%
CC1CN(CCOc2ccc(F)cc2)CC(C)O1 (stereo not given),20µM*,-26,1%,2%,-20%,-14%,-9%
COc1ccc(/C=N/NC(=O)c2cccnc2)cc1Cn1nc([N+](=O)[O-])c(Br)c1C,x,-38,x,-1%,-2%,42%,-3%
COc1ccccc1C=NN=C(N)C(N)=NN=Cc1ccccc1OC,16%,-5,2%,x,x,x,x

The list goes on.
SMILES,AMA1 RON2 block,HCMV inh,Tb PYK inh,LmPK inh,AmpC inh detg,AmpC inh no detg,Sm TGR inh
Cc1cc(=O)[nH]c(N/N=C/c2ccc(-c3ccc([N+](=O)[O-])cc3)o2)n1,41%[activator],68,-8%,-3%,-8%,21%,-17%
O=C(CNC(c1ccccc1)c1ccccc1)Nc1c(F)cccc1F,9%,-29,-6%,3%,u,-13%,-5%
N#CC1=C(N)OC2=C(C(=O)CC(c3ccccc3)C2)C1c1ccc2c(c1)OCO2 (stereo not given),-14%,u,1%,2%,-23%,-32%,-5%
COc1ccc2c(c1)C(C)=CC(C)(C)N2C(=O)C(C)N1C(=O)c2ccccc2C1=O (stereo not given),2%,x,0%,3%,-4%,30%,-4%
COc1cc(SC)ccc1C(=O)OCC(=O)NC(=O)NC(C)C,0%,-20,2%,0%,1%,-2%,8%
Nc1nn(-c2ccccc2)nc1C(=O)OCc1ccccc1,23%,10&20,-3%&0%,7%,9%&-1%,-26%,6%&-2%
